Screening data from PubChem BioAssay.
MLL CXXC-DNA inh – MLL CXXC-DNA interaction inhibition; 0.037% of 290,000 active; MLL-CXXC / FITC-HOXA9 DNA fluorescence polarization; Potency, µM (series often up to 115 µM), without a hit: top-dose activity change, negative = inhibition, actives largely listed as inhibitors; Q03164; AID 2662; active = well fitted inhibition curve with a large enough effect in the polarisation, with a control signal flat, not every such curve was filed as active; inconclusive = small, poorly fitted or top-dose-only effect, or effect the other way, or a change in a side signal; inactive = no such curve, though single readings can be large or run the other way; the % refers to the polarisation; note: potency is the fitted concentration of half-maximal effect
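Purified MLL-CXXC (added from a 7 uM solution) was preincubated 5 min at ambient with pinned compounds in 50 mM Tris-HCl pH 7.5, 50 mM NaCl, 1 mM DTT, 0.05% BSA. Fluorescein-labeled HOX-A9 DNA (50 nM solution) followed, 30 min, then polarization read.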
Chronic BCR inh – blocks chronic active B-cell receptor signaling; ABC-DLBCL IkBa-CBG/CBR reporter, luminescence ratio, 4 h; 0.05% of 340,000 active; Potency, µM (top dose mostly 46.1 µM), for inactives: top-dose ratio change, negative = lower green/red ratio, most hits filed as inhibitors; AID 493014; active = well fitted inhibition curve with a large enough effect in the signal ratio, with a control signal flat, not every such curve was filed as active; inconclusive = small, poorly fitted or top-dose-only effect, or effect the other way, or a change in a side signal; the % refers to the signal ratio;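 note: potency is the fitted concentration of half-maximal effect; plate controls were basal doxycycline-induced cells for no effect and cells given 10 µM MG132 for full effect; MG132 reads +100%, hits lower the ratio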
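TMD8 human ABC-DLBCL cells with doxycycline-inducible IκBα–green luciferase fusion and unfused red luciferase, in 0.5% FBS medium; compounds up to 46 uM, 4 h at 37C. Green/red luminescence ratio, filter-overlap corrected, fitted to concentration-response curves.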
TSHR antag – human thyrotropin receptor antagonism; activity change, negative = inhibition, % at 11.5 µM; 0.2% of 330,000 active; TSHR-expressing cells, TSH-stimulated cAMP HTRF, 2 h; active compounds read low; P16473;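 active = activity change below a set negative limit, meaning inhibition stronger than a set level, cut at about -70% in these data; inconclusive = activity change between two set negative limits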; note: % is set by controls: 0 for no effect and ±100 for the full control effect
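Inhibition of cAMP made by TSHR-expressing cells under TSH stimulation (4nM final, EC80; 2 h, 37 deg C) is quantified with a one-step lysis HTRF kit, anti-cAMP cryptate versus cAMP-d2.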
Tb PFK block – T. brucei PFK enzyme inhibition; Potency, µM (series often up to 57.5 µM), for inactives: at the highest dose activity, negative = inhibition, hits mostly inhibitors; T. brucei PFK, ADP-Glo luminescence; 0.17% of 330,000 active; O15648;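 note: potency is the fitted concentration of half-maximal effect; 0% = uninhibited 1x PFK enzyme wells and -100% = no-enzyme wells; nearly all actives have a fitted effect of over 60% in size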
Target sequence (O15648 whole entry, looked up): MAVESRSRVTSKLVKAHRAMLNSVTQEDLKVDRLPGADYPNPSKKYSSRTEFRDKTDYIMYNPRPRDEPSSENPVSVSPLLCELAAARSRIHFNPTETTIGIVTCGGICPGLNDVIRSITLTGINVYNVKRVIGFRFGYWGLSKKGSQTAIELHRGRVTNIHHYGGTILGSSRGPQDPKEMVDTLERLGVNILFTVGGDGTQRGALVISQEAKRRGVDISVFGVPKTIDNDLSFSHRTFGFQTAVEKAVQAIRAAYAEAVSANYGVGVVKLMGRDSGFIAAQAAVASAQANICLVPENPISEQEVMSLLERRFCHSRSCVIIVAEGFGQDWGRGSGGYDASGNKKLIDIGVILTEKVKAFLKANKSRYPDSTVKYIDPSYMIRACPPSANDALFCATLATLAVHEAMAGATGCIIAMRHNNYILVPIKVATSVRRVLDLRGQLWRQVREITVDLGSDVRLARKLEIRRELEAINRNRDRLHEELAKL
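1.25 nM PFK with 0.5 mM F6P and 0.1 mM ATP in 0.1 M TEA pH 8.0, 5 mM MgCl2, incubated 45 min at room temperature; ADP measured by ADP-Glo luminescence; compounds titrated up to 57 uM.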
AT treatment – potential ataxia-telangiectasia treatments restoring KAP-1 phosphorylation; […] A-T fibroblasts, KAP-1 phosphorylation AlphaLISA; neocarzinostatin DNA damage 30 min before lysis; Potency, µM (doses to about 57.5 µM), inactives show top-dose activation, most hits filed as activators; 0.19% of 320,000 active; AID 485349; note: potency is the fitted concentration of half-maximal effect; % of control where 0% means no effect; nearly all actives have a fitted effect of over 45% in size
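ATM-like activity read as KAP-1 phosphorylation via AlphaLISA donor/acceptor antibody pairs after lysis and 6 hr at 25C. Cells were ATM-null patient fibroblasts ([…], hTERT), dosed 60 min, then exposed to the DSB inducer NCS for 30 min.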
hERG WT inh – KCNH2 (human, wildtype) channel inhibition; 0.37% of 340,000 active; Q12809; activity change, % at 1.84 µM; AID 720551; U2OS, BacMam KCNH2, thallium flux FluxOr; active compounds read low;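 active = maximum activity change below -70%; inconclusive = maximum activity change between -70% and -50%; inactive = maximum activity change above -50%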; note: % is set by controls: 0 for no effect and ±100 for the full control effect
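U2OS cells were transduced with wild-type KCNH2 virus (2.03 x 10^8 / mL) for 4 h at room temperature, then cultured overnight at 37 C. Thallium flux was read with FluxOr dye. Rate constants were normalized to DMSO controls.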
Coupling enz – coupling enzyme interference in Giardia aldolase counter-screen. 0.67% of 290,000 active. activity change, negative = inhibition, % at 58.2 µM, hits read low. coupling enzyme system counterscreen, AmpLite Red fluorescence; in the data active = activity change below about -30%; note: % is set by controls: 0 for no effect and ±100 for the full control effect
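Activity here indicates interference with the coupling reaction, not aldolase inhibition. Compounds at 57.5 uM final met coupling enzymes for 10 min at RT; substrate and AmpLite Red detection followed, with a 525/598 nm fluorescence read after 20 min.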
TCR act – activators of T cell receptors; primary human leukocytes, anti-CD3, IL-2 HTRF, 48 h; Potency, µM (doses to about 9.22 µM), for the others: at the highest dose activation of IL-2 secretion, most hits filed as activators; 330,000 tested, under 10 active; note: % of control where 0% means no effect
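Human primary leukocytes + a-CD3 beads + cpd, 48 hr; IL-2 in supernatant by HTRF (ex 320nm / em 665nm). No co-stimulatory signal supplied.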
Giardia kill – kills Giardia lamblia | Giardia lamblia trophozoite viability | activity change, % at 7.66 µM, hits read low | 0.15% of 340,000 active | AID 540267; in the data active = activity change below about -80%; inconclusive = between about -30% and that limit;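 note: parasites exposed to compound for two days anaerobically before the ATP read; % is set by controls: 0 for no effect and ±100 for the full control effect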
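Trophozoite viability was measured as ATP-dependent luminescence, read 15-30 min after reagent addition. Before that, parasites at 100 cells/well were exposed to compounds for 48 h, anaerobically, at 37 deg C.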
GALK inhibitor – blocks human galactokinase activity | Potency, µM (top dose mostly 57.5 µM), for the others: at the top dose activity change, negative = inhibition, most hits filed as inhibitors | Purified GALK, Kinase-Glo residual ATP luminescence | AID 1868 | 0.007% of 270,000 active; note: potency is the fitted concentration of half-maximal effect; % is set by controls: 0 for no effect and ±100 for the full control effect
Target sequence (P51570 whole entry, looked up): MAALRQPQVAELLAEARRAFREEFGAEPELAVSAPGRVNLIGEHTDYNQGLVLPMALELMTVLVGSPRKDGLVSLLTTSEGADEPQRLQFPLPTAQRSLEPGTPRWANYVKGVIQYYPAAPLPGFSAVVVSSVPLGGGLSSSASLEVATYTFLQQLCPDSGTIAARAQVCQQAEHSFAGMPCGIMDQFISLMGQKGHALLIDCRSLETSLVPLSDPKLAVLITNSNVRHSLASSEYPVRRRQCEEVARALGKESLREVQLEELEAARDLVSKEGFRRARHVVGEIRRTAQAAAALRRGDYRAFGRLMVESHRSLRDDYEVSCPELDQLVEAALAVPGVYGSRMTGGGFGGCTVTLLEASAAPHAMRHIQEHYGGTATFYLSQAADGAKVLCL
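Luminescence from leftover ATP (Ultra-Glo luciferase/luciferin) served as read-out after a 1 h room-temperature reaction of 5 nM GALK with 35 uM ATP and 100 uM galactose.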
* marks the source's active call; other numbers are inactive results; i = inactive; ? = inconclusive; · = not tested or not shown; [ ] = remark or other dose. Unless noted, calls come from the whole dose curve; as a rule, active = well fitted curve in the direction sought with a large enough effect; inconclusive = small, poorly fitted or top-dose-only effect, or another doubt; inactive = no such curve, though single readings can be large; an effect the other way counts as inactive or inconclusive.

structure	MLL CXXC-DNA inh	Chronic BCR inh	TSHR antag	Tb PFK block	AT treatment	hERG WT inh	Coupling enz	TCR act	Giardia kill	GALK inhibitor
CC1(C)OC(=O)C(=NNc2ccccc2)C(=O)O1	12%	0%	-3	-2%	-13%	31	0	-9%	-6	·
CCc1ccc(OCC(=O)Nc2nnc(C3CCCC3)s2)cc1	1%	6%	3	5%	-2%	1	·	2%	14	10%
COCCCNS(=O)(=O)c1cc2c3c(c1)C(C)C(=O)N3CCC2 (stereo not drawn)	8%	8%	10	-1%	14%	-1	0	1%	16	4%
O=C(NCCN1CCOCC1)c1cc(-c2ccc(Cl)cc2)on1	7%	-3%	14	-1%	3%	0	4	7%	-7	0%
C/C(=N\NC(=O)Nc1ccccc1)c1ccc2ccccc2c1	-2%	?	8	-1%	-3%	2	1	-1%[46.1 µM]	11	2%
C[C@H](NC(=O)c1nc[nH]c1C(=O)N[C@@H](Cc1ccccc1)C(=O)OCc1ccccc1)C(=O)OCc1ccccc1	-9%	3%	-4	3%	7%	0	-7	-2%	2	·
O=C(Cn1c(COc2ccccc2)nc2ccccc21)Nc1cc(Cl)c(Cl)cc1Cl	4%	?	-7	-11%	8%	·	1	·	·	4%
CCn1cc(C2=NOC(C(=O)Nc3ccccc3C(=O)OC)C2)c(C)n1 (stereo not drawn)	-5%	-4%	5	0%	5%	6	4	0%	-3	0%
O=C1CCCC(=NCc2ccco2)C1	22%	0%	-1	-3%	1%	2	1	5%	-7	7%
CN(C)S(=O)(=O)c1ccc(N2CCCC2)c(C(=O)Nc2cccc(F)c2)c1	1%	0%	0	-6%	6%	15	5	2%	5	2%
CCCNC(=O)CN1C(=O)c2ccccc2Sc2ncccc21	-10%	-2%	5	1%	4%	0	0	1%	-7	·
CCOC(=O)N1CCN(C(=O)CSc2nnc(Cc3cccn3C)n2CCc2ccccc2)CC1	6%	20%	1	2%	·	-9	1	·	-16	3%
COC(=O)c1c(C(=O)OC)c(-c2cccc(F)c2)n2c1CS(=O)C2 (stereo not drawn)	9%	1%	-2	-10%	-4%	10	0	-1%	-16	2%
O=C(CCCCCNC(=O)N1CCn2c1nc1ccccc12)NCc1ccc(F)cc1	-1%	1%	29	-4%	-11%	7	·	1%	-13	-3%
CN(C)c1ccc(C2Nc3ccccc3C(=O)N2CCCN2CCOCC2)cc1 (stereo not drawn)	3%	?	5	2%	-4%	5	0	-4%	10	1%
C#CCOCCOCCOCCNc1nc(N2CCN(C(=O)[C@H]([C@@H](C)CC)n3cc(CCCN=C(N)N)nn3)CC2)nc(N2CCN(C(=O)[C@H](CCCCN)n3cc(CCC(=O)O)nn3)CC2)n1	-4%	?	2	-2%	6%	1	-1	-8%	29	·
O=c1c2cc(N3CCOCC3)ccc2[nH]c(=S)n1CCCN1CCCCCC1	15%	-13%	-6	-8%	8%	2	-5	-15%	1	0%
COc1ccc(CNC(=O)CS(=O)CC(=O)O)cc1OC (stereo not drawn)	3%	-10%	10	4%	1%	-6	5	-3%	12	-1%
CC(C)(C)NS(=O)(=O)c1ccc(NC(=O)C2CC(=O)N(CCc3ccc(F)cc3)C2)cc1 (stereo not drawn)	1%	-5%	-3	-2%	-2%	0	-6	5%	2	-1%
Cc1ccc(NC(=O)COC(=O)c2ccn(C)n2)cc1	1%	0%	2	-5%	-7%	-2	-4	-9%	14	1%
Cc1c(NC(=O)c2ccc(-c3ccc([N+](=O)[O-])cc3Cl)o2)c(=O)n(-c2ccccc2)n1C	7%	7%	-10	4%	4%	11	7	·	-28	11%
COC(=O)COc1ccc(Oc2nc(SC)nc(N(C)C)n2)nn1	11%	-2%	-10	1%	11%	4	-2	0%	3	3%
COc1cccc(-c2ccc(NC(=O)C3CCCN(Cc4cnn(C)c4)C3)cc2)c1 (stereo not drawn)	39%[activator]	?	-4	0%	-4%	6	3	8%	0	1%
CCOc1ccc(NC(=O)CSc2ccc(-c3ccco3)nn2)cc1	6%	-1%	4	3%	7%	15	·	0%	-8	-1%
O=S(=O)(CCN1CCSCC1)c1ccc(Cl)cc1	1%	-8%	-5	-3%	5%	5	0	4%	9	4%
COC(=O)Cc1cc(=O)n2[nH]c(C(F)(F)F)nc2n1	4%	-3%	19	-4%	6%	-20	-34*	1%	-4	-1%
CCOC(=O)CN1C(=O)S/C(=C/c2ccc(OC)c([N+](=O)[O-])c2)C1=O	2%	8%	0	2%	6%	-12	2	2%[46.1 µM]	-1	1%
Cc1ccc2c(c1)C1CN(C)CCC1N2C(=O)Nc1ccc(Cl)cc1 (stereo not drawn)	-4%	15%	8	1%	5%	2	0	3%	-12	6%
O=C1NC(=S)N/C1=C\c1ccccc1OCc1ccc(C(=O)O)cc1	-15%	10%	2	1%	7%	-1	11	9%	-2	3%
COc1ccc(C2=NOC(C(=O)O)C2)cc1 (stereo not drawn)	13%	?	5	1%	-1%	-2	5	·	-6	-1%
O=C(/C=C/c1ccc(F)cc1)Nc1ccc(S(=O)(=O)N2CCOCC2)cc1	?	1%	0	3%	7%	2	0	-1%	-17	-8%
COCCOC(=O)c1c(C)nc(SCC(=O)Nc2cccc3ccccc23)c(C#N)c1-c1ccco1	4%	6%	-4	-2%	-4%	-1	-1	-5%	1	-2%
O=C(NNCC(O)COc1ccccc1)c1ccccc1 (stereo not drawn)	12%	-3%	1	-1%	2%	19	-1	-5%[46.1 µM]	-9	4%
O=C(c1ccccc1)c1ccccc1C(=O)N1CCN(C(=O)c2ccccc2)CC1	5%	-2%	-2	7%	0%	-7	4	-1%	1	12%
Cc1cc(C)nc(Nc2ccc(C)c([N+](=O)[O-])c2)n1	-11%	0%	-8	2%	-1%[11.5 µM]	-11	-4	-6%	3	-1%
CCOc1ccc(Nc2nc(NCC3CCCO3)c3ccccc3n2)cc1 (stereo not drawn)	32%[activator]	?	-19	-9%	-4%	i	0	2%	31[activator]	-1%
COc1ccccc1NS(=O)(=O)c1cccc(C(=O)N/N=C/c2ccccc2OCC(=O)O)c1	10%	1%	3	1%	6%	-6	3	0%	-5	-2%
CCc1nc(-c2ccc(-c3ccc(OC)cc3)nc2OC)no1	0%	9%	-21	5%	14%	2	2	-19%[46.1 µM]	3	0%
N#C/C(=C\c1ccc([N+](=O)[O-])o1)C(=O)Nc1ccc(F)cc1	3%	?	-5	-27%	-10%	3	-17	1%	14	2%
CC(NC(=O)c1ccccc1)c1ccc(F)cc1 (stereo not drawn)	-3%	0%	12	-1%	4%	10	1	2%[46.1 µM]	9	·
CC(=O)N1CCN(S(=O)(=O)c2cccc(C(=O)N(Cc3ccccc3)c3cccc(C)c3)c2)CC1	·	8%	20	-12%	-5%	-1	·	-273%	0	·
Cc1cc(C)n(C(=O)C23CC4CC(CC(C4)C2)C3)n1	-3%	5%	-2	4%	8%	·	4	·	·	0%
COc1cc(/C=N/NC(=Nc2ccc(C)cc2)c2nc3ccccc3s2)ccc1O	3%	?	12	2%	8%	-4	2	2%	-19	-4%
O=C1c2cccc3c([N+](=O)[O-])ccc(c23)C(=O)N1O	4%	-1%	0	-10%	0%	-197*	0	5%	-24	1%
COc1ccc(-c2csc(N3CCC(c4ccccc4)C3)n2)cc1 (stereo not drawn)	-6%	5%	3	5%	11%	-1	-2	2%	8	0%
O=C(CN(C1CCCCC1)S(=O)(=O)c1ccc(F)cc1)NCCCO	-4%	-1%	-4	1%	1%	3	4	·	5	-1%
Cc1ccc2c(c1)cc(CN(CCc1ccccc1)C(=O)N1CCOCC1)c1nnnn12	-3%	2%	-7	0%	2%	-5	0	6%	33[activator]	1%
Cc1cc(C(=O)C(C)OC(=O)C2=NNC(=O)CC2)c(C)n1-c1ccc(OC(F)F)cc1 (stereo not drawn)	-3%	15%	-13	0%	5%	-4	-5	0%	-13	-2%
